GalR3 antag: GalR3 antagonists in HEK293 cells, primary screen, cell-based, fluorescence readout. Galanin receptor type 3 (Homo sapiens), O60755. HEK293 GalR3-CNG cAMP membrane potential fluorescence; galR3 body fused to GalR1 C-terminus. inhibition, % at 3 µM. actives 0.44% (n = 360,000);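 active means inhibition above the screen-wide average plus 3 SD, cut at about 13% in these data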;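 further: forskolin and galanin both at EC90 stimulate the cells; cAMP rise reported by CNG channel membrane potential dye signal; 0% = forskolin plus galanin with DMSO and 100% = forskolin alone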
Target sequence (O60755 1-299 limits assumed): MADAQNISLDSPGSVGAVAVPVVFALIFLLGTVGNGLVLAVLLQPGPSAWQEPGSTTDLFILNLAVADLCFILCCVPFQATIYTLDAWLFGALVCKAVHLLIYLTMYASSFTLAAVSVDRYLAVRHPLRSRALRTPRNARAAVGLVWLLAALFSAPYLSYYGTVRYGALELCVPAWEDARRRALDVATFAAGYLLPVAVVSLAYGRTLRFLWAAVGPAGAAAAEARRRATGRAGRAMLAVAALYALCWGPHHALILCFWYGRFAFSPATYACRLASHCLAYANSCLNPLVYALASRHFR
MEKK2wt PB1 HTS: modulators of MEK5 binding to wildtype MEKK2, primary screen, biochemical, multiplex bead flow cytometry, Alexa488-MEK5; Mitogen-activated protein kinase kinase kinase 2 (Homo sapiens), Q9Y2U5; Alexa488-MEK5 binding to MEKK2 WT; actives lie on both sides; binding response (% of control), % at 10 µM; actives 1.1% (n = 290,000); AID 1531, 2009; in the data active means binding response below about 67% or above about 130%
OXTR agonist: human OXTR agonists, primary screen, fluorescence, CHO-OTR cells, Fluo-8 calcium | actives 0.32% (n = 320,000) | activation, % at 3 µM | Fluo-8 calcium fluorescence; normalized: DMSO 0%, oxytocin 100% | AID 2435, 2010;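 active means activation above the mean of all tested compounds plus 3 SD, cutoff set per screening run, cut at about 20% in these data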;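 further: peak over basal fluorescence ratio from a 100 s FLIPR kinetic read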
Target sequence (P30559 whole entry, looked up): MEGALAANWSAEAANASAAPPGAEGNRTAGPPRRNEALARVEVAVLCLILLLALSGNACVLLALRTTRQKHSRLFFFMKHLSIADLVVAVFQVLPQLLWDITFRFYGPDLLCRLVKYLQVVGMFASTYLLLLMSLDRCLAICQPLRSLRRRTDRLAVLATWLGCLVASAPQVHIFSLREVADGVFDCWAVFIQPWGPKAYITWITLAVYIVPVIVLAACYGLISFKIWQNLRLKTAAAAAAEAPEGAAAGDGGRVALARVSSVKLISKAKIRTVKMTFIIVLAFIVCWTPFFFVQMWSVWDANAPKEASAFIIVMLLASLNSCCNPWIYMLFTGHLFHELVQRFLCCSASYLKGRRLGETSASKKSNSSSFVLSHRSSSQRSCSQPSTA
NALP1 yeast inh: NALP1 inflammasome inhibitors in reconstituted yeast, colorimetric, S. cerevisiae, triplicate retest | S. cerevisiae NALP1/ASC/caspase-1 growth, X-gal OD620, 72 h | AID 2071, 2009 | inhibition, % at 10 µM | actives 0.61% (n = 280,000); in the data active means inhibition mostly above about 24%, no sharp cut-off; inactive means mostly below about 32%; further: some compounds called inactive have numbers as strong as hits
V1aR counter: agonists of human V1a receptor, primary screen, counter-screen for OXTR agonist project, fluorescence, CHO-V1R cells; Fluo-8 calcium fluorescence, agonist mode; 0% DMSO, 100% 3 nM vasopressin; activation, % at 3 µM; actives 0.25% (n = 320,000); AID 2797, 2010;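 active means activation above the mean activation of all tested compounds plus 3 SD, per screening run, cut at about 20% in these data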;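 further: signal is peak over basal fluorescence ratio across a 100 second FLIPR read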
Target sequence (P37288 whole entry, looked up): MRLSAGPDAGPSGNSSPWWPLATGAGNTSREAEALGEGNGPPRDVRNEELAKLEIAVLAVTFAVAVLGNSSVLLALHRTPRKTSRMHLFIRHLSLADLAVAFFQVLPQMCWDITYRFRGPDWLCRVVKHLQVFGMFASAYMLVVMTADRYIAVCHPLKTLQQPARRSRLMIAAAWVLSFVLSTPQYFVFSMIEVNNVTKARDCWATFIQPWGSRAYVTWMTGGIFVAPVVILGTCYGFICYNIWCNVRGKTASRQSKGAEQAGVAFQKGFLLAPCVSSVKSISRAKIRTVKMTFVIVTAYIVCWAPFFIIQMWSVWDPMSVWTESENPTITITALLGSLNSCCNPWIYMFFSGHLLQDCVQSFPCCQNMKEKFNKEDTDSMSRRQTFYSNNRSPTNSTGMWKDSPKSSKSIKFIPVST
MEKK2mut PB1 HTS: MEK5 binding signal on mutant MEKK2 PB1, primary screen, biochemical, multiplex bead flow cytometry, Alexa488-MEK5; Alexa488-MEK5 binding to MEKK2 mutant; percent response, % at 10 µM; actives 0.35% (n = 290,000); AID 1530, 2009; in the data active means percent response above about 24%, passing the limit was not always enough; further: inactives centre near 1; some results filed as inactive read as strong as hits
GPR7 antagonist: GPR7 receptor antagonists, primary screen, cell-based, fluorescence, single concentration; Neuropeptides B/W receptor type 1 (Homo sapiens), P48145; GPR7-expressing cells, fluorescence antagonist assay; actives 1.1% (n = 290,000); inhibition, % at 4.4 µM; AID 1861, 2009; in the data active means inhibition above about 16%, passing the limit was not always enough;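 further: cells stimulated with the agonist NPW; 0% = agonist with vehicle and 100% = vehicle without agonist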
OXTR potentiate: human OXTR potentiators, primary screen, fluorescence, CHO-OTR cells, Fluo-8 calcium. Oxytocin receptor (Homo sapiens), P30559. Fluo-8 calcium fluorescence, potentiator mode; 0% = oxytocin EC15, 100% = EC100. activation, % at 3 µM. actives 0.061% (n = 320,000). AID 2445, 2010;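 active means activation above that plate's cutoff, the mean activation of tested compounds plus 3 SD, cut at about 6.6% in these data, passing the limit was not always enough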;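 further: 100% uses oxytocin at 75 nM as the full agonist control; some results filed as inactive read as strong as hits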
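Replication – single well per compound, singlicate · Assay system – CHO cell line stably expressing human OTR · Timing – 6 min pre-incubation, 100 s read · Measure – normalized max/min fluorescence ratio, % activation · Doses – 3.0 µM, one dose · Detection – Fluo-8 calcium dye fluorescence · Probe or stimulus – oxytocin near EC15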
M18AAP inhibitor: PfM18AAP inhibitors, malaria aminopeptidase, primary screen, biochemical, QFRET, recombinant enzyme. inhibition, % at 7.35 µM. M18 aspartyl aminopeptidase (Plasmodium falciparum 3D7). AID 1822, 2009. H-Glu-NHMec fluorogenic cleavage. actives 1.2% (n = 290,000);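 active means inhibition above the campaign mean inhibition over all tested compounds plus 3 SD, cut at about 28% in these data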;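 further: 0% = plate median of test compound wells and 100% = 2 mM ZnCl2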
The depositor's hits bear a star; . = not tested or not shown.

SMILES	GalR3 antag	MEKK2wt PB1 HTS	OXTR agonist	NALP1 yeast inh	V1aR counter	MEKK2mut PB1 HTS	GPR7 antagonist	OXTR potentiate	M18AAP inhibitor
COc1ccccc1N(C1=NCCCS1)S(=O)(=O)c1ccc(C(C)(C)C)cc1	-3	100	-1.6	-11	-0.5	1	1	-32	4
COc1cccc(CN2CCC(C(=O)N3CCN(Cc4ccc5c(c4)OCO5)CC3)CC2)c1	-4	105	1.3	11	3.5	3	-6	-2	1
COCc1cc(N2CCOCC2)nc(-c2ccccc2)n1	1	95	-0.3	14	-0.3	-2	0	-4	-3
CCCCC(NC(=O)CCc1c(C)c2cc3c4c(oc3c(C)c2oc1=O)CCCC4)C(=O)O (stereo not drawn)	6	111	.	-3	.	14	-9	.	3
Cc1cc(Nc2ccccc2O)c2ccccc2n1	0	99	1.4	18	1.1	-4	-7	2	5
Cc1ccc(N2C(=O)C3C4C=CC(CC4)C3C2=O)cc1Br (stereo not drawn)	-4	90	-1.1	-6	-0.2	-4	-6	-9	-1
COc1cc(/C=C/C(=O)OCC(=O)N(C)CC(=O)Nc2ccc(F)cc2)ccc1OC(F)F	-3	.	1.4	.	3.2	.	.	-7	.
CCOC(=O)c1c(C)[nH]c(C)c1C(=O)COC(=O)CCOc1ccccc1OC	1	108	-0.7	16	-0.2	4	-10	-16	0
Cc1cccc(C)c1Nc1nnc(SCC(=O)c2ccc3c(c2)NC(=O)CO3)s1	-9	101	0.1	19	3.3	-1	7	-8	-8
CCCOc1cccc(C(=O)Nc2ccccc2C(=O)N2CCN(C)CC2)c1	3	101	-0.7	19	0.2	-1	-9	-1	-8
O=C(NCCCC1CCCC1)C1CCC(=O)N(Cc2cccc(F)c2)C1 (stereo not drawn)	-6	112	0.0	-40	1.0	7	-5	-6	-7
COc1ccc(C(=O)NC(=S)NNC(=O)c2ccc(O)cc2)cc1[N+](=O)[O-]	-6	98	-1.1	-16	-0.3	4	-1	-2	18
CN(C)S(=O)(=O)c1cccc(NC(=O)c2cccc(S(=O)(=O)N3CCc4ccccc43)c2)c1	-7	.	5.5	.	5.6	.	.	-12	.
O=C(Nc1nc(-c2ccccn2)cs1)c1cc2ccccc2o1	-10	95	-0.5	-35	2.2	-2	-17	-16	4
COc1cccc(OCC(=O)Nc2cc(Cl)ccc2Oc2ccccc2)c1	-6	102	1.6	26	2.6	-1	-6	-17	5
O=C(CNC(=O)c1ccccc1)OCc1cccc(Br)c1	9	105	-1.9	0	-0.4	2	-17	-17	0
CCNC(=S)Nc1ccc2cn[nH]c2c1	-10	102	0.9	30	1.4	-1	-12	-6	8
CCCCOc1ccc(C(=O)NCc2ccncc2)cc1	-1	111	3.7	19	2.9	7	3	-5	7
COc1ccc(Cl)cc1C(=O)NCC(=O)OCc1ccccc1	1	.	-2.1	.	-0.5	.	.	-2	.
CC(=O)Nc1ccc(S(=O)(=O)N2CCN=C2SCc2ccc(C)cc2)cc1	-4	100	5.6	12	9.2	0	-15	-16	-3

The closing five entries of the part above open the next one.
SMILES	GalR3 antag	MEKK2wt PB1 HTS	OXTR agonist	NALP1 yeast inh	V1aR counter	MEKK2mut PB1 HTS	GPR7 antagonist	OXTR potentiate	M18AAP inhibitor
O=C(CNC(=O)c1ccccc1)OCc1cccc(Br)c1	9	105	-1.9	0	-0.4	2	-17	-17	0
CCNC(=S)Nc1ccc2cn[nH]c2c1	-10	102	0.9	30	1.4	-1	-12	-6	8
CCCCOc1ccc(C(=O)NCc2ccncc2)cc1	-1	111	3.7	19	2.9	7	3	-5	7
COc1ccc(Cl)cc1C(=O)NCC(=O)OCc1ccccc1	1	.	-2.1	.	-0.5	.	.	-2	.
CC(=O)Nc1ccc(S(=O)(=O)N2CCN=C2SCc2ccc(C)cc2)cc1	-4	100	5.6	12	9.2	0	-15	-16	-3
FC(F)(F)c1cnc(-c2cnc(-c3ccccn3)nc2)c(Cl)c1	-6	99	-0.6	6	-1.0	-9	3	0	-14
CCC(NC(=O)Cc1c(C)c2c(cc(C)c3c(C)c(C)oc32)oc1=O)C(=O)O (stereo not drawn)	-9	107	.	0	.	2	5	.	-2
CCn1c(SCC(O)c2ccccc2)nnc1-c1ccccc1 (stereo not drawn)	-6	101	-0.8	35	-0.1	2	-5	-6	2
Cc1ccc(CN2CCN(CC(=O)NCc3ccccc3)CC2)cc1	2	112	.	0	.	13	-15	.	0
O=C1C(=O)N(CCN2CCCCC2)c2ccccc21	-1	94	0.4	29	-0.6	5	3	0	0
CCOc1ccc(S(=O)(=O)N2CCCC(C(=O)NCc3ccccc3)C2)cc1 (stereo not drawn)	-3	105	-1.3	-2	-0.5	3	-7	6	-4
O=C(NCCc1ccccc1)c1cccc([N+](=O)[O-])c1	0	107	0.3	33	0.4	0	-3	-5	0
Cc1ccc(SCC(=O)OCC(=O)N(C)CC(=O)Nc2ccc(F)cc2)cc1C	-1	.	24*	.	23*	.	.	-16	.
COc1ccc(CNC(=O)COC(=O)c2ccc(Br)c(S(=O)(=O)N3CCOCC3)c2)cc1	-7	.	2.9	.	2.3	.	.	-5	.
CCN(CC)c1nc(N)c2c(N)nc(OC)cc2c1C#N	-7	104	-0.3	.	0.6	3	.	-7	.
NS(=O)(=O)c1ccc(NC(=O)c2ccc(Cl)c(S(=O)(=O)NCc3ccco3)c2)cc1	-3	.	1.5	.	0.5	.	.	4	.
CC(CN1CCCCC1)OC(=O)c1cc2ccccc2o1 (stereo not drawn)	-5	101	1.4	8	1.8	3	-3	-4	-17
Cc1ccc(S(=O)(=O)CC(C)N2CCOCC2)c(S(=O)(=O)CC(C)N2CCOCC2)c1 (stereo not drawn)	-6	107	1.0	1	0.4	5	-3	1	-3
COc1ccc(S(=O)(=O)Nc2c(C)nc3nc[nH]n3c2=O)cc1	-3	105	0.9	9	-0.5	-1	-13	-8	4
Cc1ccccc1NS(=O)(=O)CCCCC(Cl)(Cl)Cl	-7	104	-2.7	26	-1.8	3	8	-7	5
Cn1c(=O)c2c([nH]c(=O)n2C)n(Cc2ccccc2)c1=O	-6	.	1.2	.	0.9	.	.	4	.
Cc1cc(NC(=O)c2cc([N+](=O)[O-])cc([N+](=O)[O-])c2)no1	-1	105	-0.5	8	-0.2	2	-9	4	-14
CCCc1[nH]nc2c1C(c1ccc(OCCN3CCOCC3)c(OCC)c1)C(C#N)=C(N)O2 (stereo not drawn)	-2	93	0.2	3	0.0	-2	-11	-4	2
O=C(COC(=O)c1ccccn1)Nc1ccccc1Cl	1	104	-0.5	33	-0.7	8	-8	-15	-6
Cc1nnc(SCc2nnc(-c3ccccc3Br)o2)s1	10	104	1.0	0	-0.5	6	-2	-4	2

Some of the entries so far, with values under each structure:
Below each SMILES: GalR3 antag | MEKK2wt PB1 HTS | OXTR agonist | NALP1 yeast inh | V1aR counter | MEKK2mut PB1 HTS | GPR7 antagonist | OXTR potentiate | M18AAP inhibitor
- CC(CN1CCCCC1)OC(=O)c1cc2ccccc2o1 (stereo not drawn)
    -5 | 101 | 1.4 | 8 | 1.8 | 3 | -3 | -4 | -17
- Cc1ccc(S(=O)(=O)CC(C)N2CCOCC2)c(S(=O)(=O)CC(C)N2CCOCC2)c1 (stereo not drawn)
    -6 | 107 | 1.0 | 1 | 0.4 | 5 | -3 | 1 | -3
- COc1ccc(S(=O)(=O)Nc2c(C)nc3nc[nH]n3c2=O)cc1
    -3 | 105 | 0.9 | 9 | -0.5 | -1 | -13 | -8 | 4
- Cc1ccccc1NS(=O)(=O)CCCCC(Cl)(Cl)Cl
    -7 | 104 | -2.7 | 26 | -1.8 | 3 | 8 | -7 | 5
- Cn1c(=O)c2c([nH]c(=O)n2C)n(Cc2ccccc2)c1=O
    -6 | . | 1.2 | . | 0.9 | . | . | 4 | .
- Cc1cc(NC(=O)c2cc([N+](=O)[O-])cc([N+](=O)[O-])c2)no1
    -1 | 105 | -0.5 | 8 | -0.2 | 2 | -9 | 4 | -14

Next structures follow:
SMILES	GalR3 antag	MEKK2wt PB1 HTS	OXTR agonist	NALP1 yeast inh	V1aR counter	MEKK2mut PB1 HTS	GPR7 antagonist	OXTR potentiate	M18AAP inhibitor
CC(C)c1nc2oc3c(NCC4CCCO4)ncnc3c2c2c1COC(C)(C)C2 (stereo not drawn)	-5	.	.	2	.	.	-2	.	-13
COc1cc(/C=N/NC2=NS(=O)(=O)c3ccccc32)cc(OC)c1OC	-7	106	0.0	-6	0.1	10	-12	-4	6
O=C(NCCCN1CCCC1=O)c1ccccc1NS(=O)(=O)c1ccc(F)cc1	6	103	0.4	23	0.7	0	-5	1	-1
Cc1cc([N+](=O)[O-])cc2c1NCC1CC=CC21 (stereo not drawn)	1	104	-2.2	32	-1.6	-2	-5	-4	-3
COc1ccc(C(=O)N2CCN(C(=O)C3CCCO3)CC2)cc1[N+](=O)[O-] (stereo not drawn)	-6	.	2.1	.	1.3	.	.	-5	.
COc1ccc(C(=O)C2CCCN(C(=O)/C=C/c3ccccn3)C2)c(C)c1 (stereo not drawn)	-5	103	-0.1	4	1.3	10	-3	0	-15
COc1ccc(NS(=O)(=O)c2cccc(C(=O)NCC3(N4CCCCC4)CCCCC3)c2)cc1	-2	.	1.8	.	0.9	.	.	4	.
CCOC(=O)N1CCN(S(=O)(=O)c2ccc(C(=O)Nc3nc4ccccc4s3)cc2)CC1	-2	.	0.5	-1	0.2	.	-18	-9	-1
Cc1ccccc1C(=O)NC(=S)N(C)C1CCCCC1	-2	101	-1.5	5	1.1	7	-12	-3	8
COc1ccc(C(c2c(C)n(C)n(-c3ccccc3)c2=O)c2c(C)n(C)n(-c3ccccc3)c2=O)c(OC)c1OC	-13	107	0.4	16	0.5	2	2	-2	-1
Cc1c(S(=O)(=O)NCc2ccccc2)c(=O)n(C)c(=O)n1C	-1	114	1.1	.	0.7	19	-17	2	-1
Cc1cccc(Cn2c(N3CCN(c4ccccc4)CC3)nc3c2c(=O)n(C)c(=O)n3C)c1	-10	94	0.0	1	0.3	-8	-8	-2	2
COc1cc(NC(=O)NCCN2CCN(c3ccc(Cl)cc3)CC2)ccc1C	-3	126	22*	9	35*	19	15	-20	-4
CN(C)CCn1c2c(c(SCC(=O)Nc3cccc4ccccc34)nc1=O)CCCC2	-3	.	-0.9	.	-1.9	.	.	-6	.
O=S(=O)(c1cc(F)ccc1F)N1CCN(C2CCCCC2)CC1	8	109	-0.7	-6	0.7	9	-5	-6	3
Cc1ccc(NC(=O)CSCC(=O)Nc2ccccc2N2CCCC2)cc1	-5	.	-2.4	.	-1.7	.	.	-13	.
CC(CCc1ccccc1)NC(=O)CSc1nnnn1C (stereo not drawn)	-7	97	-0.8	-182	0.7	0	-10	-2	-1
CCCn1c2ccccc2c2nnc(SCC(=O)OC)nc21	-2	97	-0.5	10	-0.7	-3	-3	6	-4

Screens (PubChem)
